High-throughput results from PubChem.
LMPTP block: LMPTP phosphatase inhibitors, primary screen, biochemical, fluorescence intensity, uHTS; inhibition, % at 20 µM; AID 651560, 2012; recombinant LMPTP-A, OMFP fluorogenic substrate; Low molecular weight phosphotyrosine protein phosphatase (Homo sapiens), P24666; 360,000 compounds, 0.22% hits;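 active = compounds that cut the enzyme signal by at least half of the control window in the single-dose screen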;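 also: plate controls were DMSO wells with enzyme plus substrate for no effect and substrate without enzyme for full effect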
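Assay system: LMPTP-A, protein tyrosine phosphatase of low molecular weight / Medium: pH 6.0 Bis-Tris buffer with DTT and Triton X-100 / Schedule: 50 min enzyme reaction at room temperature, protected from light / Measured by: endpoint fluorescence intensity from OMFP dephosphorylation / Read-out basis: % inhibition relative to no-enzyme and uninhibited control wells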
SUMO1-SIM PPI: modulators of SUMO1 protein-protein interactions, primary screen, biochemical, uHTS; Small ubiquitin-related modifier 1 (Homo sapiens), P63165; SUMO1 binding to a labelled peptide, TR-FRET, 1 h; inhibition, % at 20 µM; 360,000 compounds, 0.33% hits; AID 602429, 2012; in the data active = inhibition above about 37%
Target sequence (P63165 whole entry, looked up): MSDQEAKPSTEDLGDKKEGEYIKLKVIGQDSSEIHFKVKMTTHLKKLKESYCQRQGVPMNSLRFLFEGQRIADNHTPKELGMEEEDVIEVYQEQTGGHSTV
NadD block: inhibitors of S. aureus NadD, primary screen, biochemical, colorimetric, uHTS; purified NadD enzyme, colorimetric absorbance read-out; inhibition, % at 20 µM; Nicotinate-nucleotide adenylyltransferase NadD (Staphylococcus aureus N315); AID 602399, 2012; 360,000 compounds, 0.78% hits; in the data active = inhibition above about 26%; also: some compounds past the cut are filed as inactive
MsrA inh: bovine MsrA enzyme inhibitors, primary screen, biochemical, absorbance, HTS. Methionine sulfoxide reductase A (Bos taurus). 360,000 compounds, 0.75% hits. purified bovine MsrA, absorbance read-out. inhibition, % at 15.5 µM; in the data active = inhibition above about 4.5%;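 also: 0% = vehicle wells with enzyme and 100% = reference inhibitor wells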
STEP inh: STEP phosphatase inhibitors, primary screen, biochemical, fluorescence intensity, uHTS. Tyrosine-protein phosphatase non-receptor type 5 (Homo sapiens), P54829. recombinant STEP, OMFP fluorogenic substrate. inhibition, % at 20 µM. 360,000 compounds, 0.25% hits;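 active = inhibition at 20 µM, scaled per plate between control wells, above about 37%, limit read from the data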;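 also: 0% = DMSO with enzyme and substrate and 100% = substrate only without enzyme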
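Material: STEP (striatal-enriched tyrosine phosphatase) enzyme, cell-free | Medium: 50 mM Bis-Tris pH 6.0 with 2.5 mM DTT and 0.005% Tween 20 | Read-out: Percent inhibition scaled to no-enzyme and uninhibited-enzyme controls, plate-pattern corrected | Signal: Fluorescence read at 480 nm ex / 540 nm em | Times: 20 min reaction, room temperature, in the dark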
CSN inh: inhibitors of CSN-mediated cullin deneddylation, primary screen, biochemical, fluorescence polarization, uHTS; 360,000 compounds, 0.38% hits; Purified CSN, SCF-Nedd8-OG deneddylation; inhibition, % at 12.5 µM; COP9 signalosome complex subunit 5 (Homo sapiens), Q92905;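 active = pattern-corrected inhibition above about 35%, with an unprinted fluorescence ratio check between 0.5 and 1.5, limit read from the data, passing the limit was not always enough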;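 also: 0% = enzyme with substrate and 100% = substrate without enzyme; some results filed as inactive read as strong as hits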
Target sequence (Q92905 whole entry, looked up, one chain of several): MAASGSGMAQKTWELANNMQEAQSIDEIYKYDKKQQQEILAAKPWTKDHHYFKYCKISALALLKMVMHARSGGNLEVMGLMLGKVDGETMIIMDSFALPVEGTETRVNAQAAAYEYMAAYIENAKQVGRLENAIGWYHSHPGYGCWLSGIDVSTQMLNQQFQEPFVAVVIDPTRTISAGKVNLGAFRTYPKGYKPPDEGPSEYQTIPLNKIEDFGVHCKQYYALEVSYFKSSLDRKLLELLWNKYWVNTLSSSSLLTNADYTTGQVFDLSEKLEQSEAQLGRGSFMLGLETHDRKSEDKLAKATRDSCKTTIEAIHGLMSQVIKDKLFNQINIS
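Assay system: Purified human Csn5 enzyme expressed in HEK293T cells | Amount: Enzyme 0.24 nM | Measured by: Fluorescence polarization readout | Medium: Tris/NaCl/DTT buffer, pH 7.5 | Compound dosing: One concentration, 12.5 µM, 0.25% DMSO | Times: 90 min incubation of compound, enzyme and substrate at room temperature | Control set: no-enzyme wells high, enzyme-with-substrate wells low | Read-out: % inhibition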
DNMT1 inh: human DNMT1 methyltransferase inhibitors, primary screen, biochemical, molecular beacon, fluorescence, HinP1I cleavage, uHTS; DNA (cytosine-5)-methyltransferase 1 (Homo sapiens), P26358; inhibition (reported as % activation of signal), % at 10 µM; 360,000 compounds, 0.83% hits; AID 588458, 2011; in the data active = inhibition above about 50%
Tb MetRS inh: T. brucei MetRS inhibitors, primary screen, biochemical, luminescence; inhibition, % at 11.9 µM; methionyl-tRNA synthetase (Trypanosoma brucei brucei); purified T. brucei MetRS, ATP depletion, Kinase-Glo luminescence; 360,000 compounds, 0.4% hits; AID 624268, 2012;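 active = inhibition above a per-plate cutoff of the control wells' mean inhibition plus 3 SD, cut at about 5.5% in these data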;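 also: 0% = DMSO wells median and 100% = median of wells with control inhibitor compound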
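Dosing: 11.9 µM compound single dose, 0.9% DMSO; Assay system: purified T. brucei MetRS enzyme; Measured by: Kinase-Glo luciferase luminescence reporting remaining unconsumed ATP; Schedule: 15 min plus 2 h at 25 °C.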
Scp-1 inhibitor: Scp-1 phosphatase inhibitors, primary screen, biochemical, colorimetric, uHTS; 340,000 compounds, 0.88% hits; inhibition, % at 20 µM; AID 493091, 2011; Carboxy-terminal domain RNA polymerase II polypeptide A small phosphatase 1 (Homo …; Recombinant Scp1, phosphopeptide, malachite green phosphate absorbance;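 active = inhibition above about 50% at 20 µM, limit read from the data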;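 also: plate controls were DMSO wells with enzyme for no effect and wells lacking enzyme for full effect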
Target sequence (Q9GZU7 76-261 limits assumed): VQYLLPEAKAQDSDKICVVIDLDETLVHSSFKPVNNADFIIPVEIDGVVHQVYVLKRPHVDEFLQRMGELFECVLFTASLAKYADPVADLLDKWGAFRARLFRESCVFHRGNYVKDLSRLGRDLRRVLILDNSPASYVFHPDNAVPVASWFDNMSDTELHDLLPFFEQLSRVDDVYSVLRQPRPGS
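Test system: SCP-1 catalytic domain; Buffer or medium: Acidic Tris acetate buffer with magnesium and detergent; Also added: Phosphorylated 17-residue peptide substrate; Compound: single 20 µM dose, 1% DMSO; Schedule: enzyme reaction 45 min at room temperature, colour 5 min, stabilisation 30 min; Signal: Phosphate-binding colour reagent, absorbance read at 630 nm.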
Rpn11 inh: Rpn11 (PSMD14) deubiquitinase inhibitors, primary screen, biochemical, fluorescence polarization, uHTS | 26S proteasome non-ATPase regulatory subunit 14 (Homo sapiens), O00487 | human 26S proteasome, Ub4-pepOG fluorescence polarization; 20S core pre-blocked with epoxomicin | calls only at 20 µM | 360,000 compounds, 0.59% hits | AID 588493, 2011;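 active = inhibition at 20 µM, scaled to each plate's controls, above about 33%, limit read from the data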
Target sequence (O00487 whole entry, looked up): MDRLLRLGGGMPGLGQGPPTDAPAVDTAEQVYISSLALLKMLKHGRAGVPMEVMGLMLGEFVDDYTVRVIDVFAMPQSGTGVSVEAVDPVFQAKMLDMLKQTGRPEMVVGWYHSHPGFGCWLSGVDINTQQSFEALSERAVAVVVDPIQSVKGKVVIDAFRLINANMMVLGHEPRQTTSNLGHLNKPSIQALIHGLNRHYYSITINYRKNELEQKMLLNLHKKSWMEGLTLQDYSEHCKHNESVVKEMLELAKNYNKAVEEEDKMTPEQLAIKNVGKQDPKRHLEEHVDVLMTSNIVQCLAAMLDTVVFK
The depositor's hits bear a star; i = inactive; x = no result given; + = active, no number.

SMILES	LMPTP block	SUMO1-SIM PPI	NadD block	MsrA inh	STEP inh	CSN inh	DNMT1 inh	Tb MetRS inh	Scp-1 inhibitor	Rpn11 inh
CCOC(=O)N1CCC(NC(=O)CCc2ccccc2)CC1	-0.6	3	-2	-0.5	-3	-7	11	-0.6	2	i
C/C(N)=C(/C#N)C(=O)CSc1nc2ccccc2n1CC(C)C	0.9	1	-3	-1.5	-1	-13	3	-0.8	1	i
O=C(NCc1ccco1)c1cccc(N2CCCC2=O)c1	0.2	2	2	0.8	-4	3	-1	-0.8	-5	+
O=C(CSc1nnc(Cc2ccc(Cl)cc2)o1)Nc1ccccc1	-0.9	-5	-7	1.0	-1	2	-1	7.5*	-7	i
CCN1C(=O)CC(N2CCOCC2)C1=O (configuration not stated)	0.7	0	-5	-0.1	1	4	1	0.1	-3	i
COc1ccc(CNC(=O)c2ccc(Br)s2)cc1OC	1.0	-2	-10	-0.8	0	-2	1	-0.2	-8	i
Cc1cccc[n+]1CC(=O)c1ccc(Cl)cc1	-2.0	-1	-6	-0.7	-2	0	-1	-0.6	-5	i
N#Cc1c(N)nc(SCc2ccncc2)c(C#N)c1-c1cccs1	3.2	-1	-3	1.6	0	-3	3	0.5	3	i
Cc1ccc(-c2nc3c(Cl)cc(Cl)cc3c(=O)n2O)cc1	-0.2	-1	11	0.3	2	0	2	-1.2	-17	i
COc1ccc(NC(=O)CCCNC(=O)Cn2cnc3sc(C)c(C)c3c2=O)cc1OC	-0.4	4	-5	1.4	-2	2	6	-0.2	0	i
O=C(NCc1cccnc1)C1CCCN(Cc2cnn(-c3ccccc3)c2-n2cccc2)C1 (configuration not stated)	0.4	2	0	-0.3	1	4	0	-0.5	-6	i
COc1ccc(CCNC(=O)CN2CCN(c3cccc(Cl)c3)CC2)cc1OC	-0.1	0	0	0.9	-1	3	-2	-0.5	-4	i
O=c1[nH]c2ccc(NC(=S)Nc3ccc(Cl)cc3Cl)cc2[nH]1	-2.3	-1	2	-0.3	-2	8	-4	-0.7	-2	i
O=C(COC(=O)c1ccc([N+](=O)[O-])s1)NNC(=O)c1ccccc1	-1.2	25	-1	x	0	19	48	0.3	-10	i
CCOC(=O)c1sc(N)nc1C(F)(F)F	-0.7	-3	-2	0.6	3	0	-1	-0.2	-15	i
COCCCn1c(SCC(=O)NNC(=O)c2cccc(O)c2)nnc1-c1ccncc1	-0.2	5	-3	1.6	-2	4	-2	-1.1	2	i
COC(=O)CNC(c1ccccc1)c1cc(Br)ccc1NS(=O)(=O)c1ccc(C)cc1 (configuration not stated)	2.8	0	2	0.2	1	-1	-1	0.6	-8	i
CS(=O)(=O)c1nc2c(cc1C#N)CCCC2	-1.1	1	1	0.8	-2	-3	3	-0.8	1	i
O=C(C[n+]1cccc(C(=O)Nc2ccccc2)c1)c1ccc([N+](=O)[O-])cc1	-0.4	-42	0	0.5	0	1	-3	0.1	-10	i
O=C(Nc1ccc(Br)cc1)/C(=C/c1cccc([N+](=O)[O-])c1)NC(=O)C1CCCCC1	1.1	-1	14	-0.5	5	-4	2	-0.5	0	i
Cc1ccc(NC(=O)CSCC(=O)NNC(=O)c2nn(C)c(=O)c3ccccc23)cc1	-0.8	-1	-2	-0.1	1	-1	1	-0.2	-4	i
CCc1ccc2[nH]c(=O)c(C(c3nnnn3CCOC)N3CCN(c4ccc(F)cc4)CC3)cc2c1 (configuration not stated)	-2.5	-12	9	0.6	-2	-1	-10	-1.2	-4	i
O=C(COc1ccccc1)Nc1ccc2c(c1)nc1n2CCSC1	2.4	12	12	-1.4	0	18	-8	-0.4	-6	i
Cc1ccccc1-n1nnnc1SCC(=O)Nc1ccc(S(=O)(=O)N2CCCC2)cc1	1.5	1	-2	-0.6	0	-1	0	-0.1	20	i
O=C(O)CSC1CC(=O)N(c2ccc(Br)cc2)C1=O (configuration not stated)	-0.8	4	2	-1.3	-1	8	3	-1.1	8	i

Compound profiles, as listed above.
Record of O=C(NCc1cccnc1)C1CCCN(Cc2cnn(-c3ccccc3)c2-n2cccc2)C1 (configuration not stated) → LMPTP block: 0.4; SUMO1-SIM PPI: 2; NadD block: 0; MsrA inh: -0.3; STEP inh: 1; CSN inh: 4; DNMT1 inh: 0; Tb MetRS inh: -0.5; Scp-1 inhibitor: -6; Rpn11 inh: i
Record of O=C(NCc1ccco1)c1cccc(N2CCCC2=O)c1 → LMPTP block: 0.2; SUMO1-SIM PPI: 2; NadD block: 2; MsrA inh: 0.8; STEP inh: -4; CSN inh: 3; DNMT1 inh: -1; Tb MetRS inh: -0.8; Scp-1 inhibitor: -5; Rpn11 inh: +

New compounds follow:
SMILES	LMPTP block	SUMO1-SIM PPI	NadD block	MsrA inh	STEP inh	CSN inh	DNMT1 inh	Tb MetRS inh	Scp-1 inhibitor	Rpn11 inh
CCCn1nc2cc(C(=O)NCc3ccc4c(c3)OCO4)ccc2c1OCC	-0.3	-4	-2	-0.5	1	-3	4	0.4	-11	i
Cc1ccc(NC(=O)c2ccccc2NS(=O)(=O)c2ccc(F)cc2)cc1S(=O)(=O)N1CCCCC1	1.5	12	6	1.5	-1	-3	-24	0.9	-5	i
Cn1cccc1C(=O)NC(=O)COC(=O)c1ccccc1Sc1ccccc1C#N	2.3	0	5	-0.4	-1	4	-14	-0.2	-10	i
O=C1C(SC(F)(F)C(F)F)=C(C(F)(F)F)OC2C3C=CC(C3)C12 (configuration not stated)	-2.7	0	-1	-0.7	1	5	-1	-1.2	-12	i
Cc1ccccc1C(=O)Nc1cccc(NC(=O)c2cccnc2)c1	0.0	-5	-2	-1.4	-1	-1	-2	0.0	-9	i
COC(=O)c1nn(-c2nc(-c3cccc(OC)c3)cc(C(F)(F)F)n2)cc1[N+](=O)[O-]	7.8	-26	-2	2.1	1	-1	6	-1.5	-3	i
Cc1ccc(S(=O)(=O)NC(=O)Nc2nnc(C3CC3)s2)cc1	-1.2	4	-2	-0.8	1	0	2	0.1	-2	i
O=C(NC1=NCCS1)c1cc(Cl)ccc1Cl	-1.1	2	-2	0.1	1	1	5	-0.2	-8	i
Cc1ccccc1C(=O)OCc1nnc(-c2ccc(Cl)cc2)o1	1.1	-1	-11	0.4	-2	14	6	-1.0	-8	i
Cc1ccc(S(=O)(=O)NNC(=O)Nc2cccc(C)c2C)c(C)c1	0.4	4	2	0.5	1	1	-1	-0.1	1	i
CC1(C)Cc2ccccc2C(/C(=N/O)C(N)=O)=N1	0.0	-4	-4	1.8	1	-1	-4	-0.4	-4	i
Cc1ccc(NC(CC(=O)c2ccccc2)C(=O)O)cc1Cl (configuration not stated)	0.8	-5	-12	1.7	5	-1	-2	-0.1	-4	i
COc1ccc2[nH]c3c(c2c1)CCN1C(=O)C(CC(=O)NC(C)(C)C)C[C@H](C(=O)N2CCCCC2)[C@@]31C (some centres not stated)	-1.4	-4	5	1.5	-1	-2	-1	0.4	10	i
COc1ccccc1-n1c(SCC(=O)O)nnc1-c1ccc(S(=O)(=O)N2CCCCC2)cc1	-1.0	7	1	-0.4	3	0	3	0.0	0	i
CC1CCN(C(=O)CN(C)S(=O)(=O)c2cccc3nsnc23)CC1	-2.8	-20	-3	0.4	-2	6	5	0.3	0	i
Clc1ccccc1Cn1nnc2c(Nc3ccccc3)ncnc21	0.9	3	1	x	-3	5	0	-0.7	3	i
CCN(CC)C(=O)c1cccc(-c2csc(C(NC(C)=O)c3cccc(OC)c3)n2)c1 (configuration not stated)	0.1	-7	-6	0.5	-1	0	-1	0.1	x	i
O=C(NN1C(=O)NC2(CCCCC2)C1=O)c1ccc(-c2ccc(Cl)cc2)o1	0.5	-17	-3	1.2	-3	2	0	-0.2	-5	i
COc1cc(NC(=O)c2ncn[nH]2)cc(OC)c1OC	-2.1	2	-4	-0.7	2	0	0	-0.7	-3	i
Cc1nnc(SCCn2c(N3CC(C)CC(C)C3)nc3c2c(=O)n(C)c(=O)n3C)s1 (configuration not stated)	-0.3	-1	0	1.3	0	0	0	-0.2	-4	i
Cc1c(Cl)cccc1NC(=S)NC1CCN(Cc2ccccc2)CC1	-1.9	-4	-5	0.1	5	-1	-1	-0.1	2	i
COc1cc(NS(=O)(=O)c2ccc(NS(=O)(=O)c3ccccc3)cc2)nc(OC)n1	-0.5	19	1	0.0	-3	-4	4	-0.6	-6	i
Cc1nc(N2CCOCC2)nc(OC(C)C)c1[N+](=O)[O-]	-1.6	-1	4	2.8	-1	2	5	-0.7	-1	i
O=C(COC(=O)Cc1ccc(Cl)c(Cl)c1)Nc1ccc2[nH]c(=O)[nH]c2c1	1.0	23	-4	0.1	0	-2	-2	0.2	-7	i
C[C@@H]1CN([C@@H](C)CO)C(=O)c2ccccc2-c2ccccc2CO[C@@H]1CN(C)S(=O)(=O)c1ccc(C(F)(F)F)cc1	-0.6	4	0	-1.1	-1	1	5	0.0	x	i
NC(=O)c1ccc(C2SCC(=O)N2CCc2ccccc2)cc1 (configuration not stated)	-0.2	2	-3	0.5	-2	0	4	-0.4	-4	i
CC1(C(=O)Nc2ccc3[nH]ncc3c2)CCN1C(=O)C1(c2ccccc2)CC1 (configuration not stated)	-3.5	4	-2	-0.1	0	1	-1	-0.2	x	i
Cc1cc(C)cc(-n2nnc(C(=O)NCc3ccc(Cl)cc3)c2N)c1	1.0	-2	-9	-1.0	1	1	-6	-0.4	-11	i
